From PubChem
Epigenetic reg = epigenetic control regulation, reporter derepression. murine LDR cells, GFP reporter derepression, 30 h. Potency, µM (highest dose often 53.9 µM), for the others: at the top dose GFP activation, hits mostly activators. 280,000 tested, 0.2% active; note: % of control where 0% means no effect; nearly all actives have a fitted effect of over 60% in size
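GFP-positive cell count by laser-scanning cytometry (objects 20–120 um) after 30 h, 37 C compound exposure of murine LDR cells; reporter is CMV-GFP integrated at a silenced locus, inducible by HDAC or DNMT inhibitors.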
RECQ1 inh = RECQ1 (human) helicase inhibition; P46063; RECQ1 DNA unwinding, red fluorescence kinetic read; Potency, µM (highest dose often 57.3 µM), without a hit: at the top dose activity, negative = inhibition, most hits filed as inhibitors; 240,000 tested, 0.54% active; AID 2549;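 note: plate controls were vehicle for no effect and no enzyme for full effect; nearly all actives have a fitted effect of over 30% in size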
Target sequence (P46063 whole entry, looked up): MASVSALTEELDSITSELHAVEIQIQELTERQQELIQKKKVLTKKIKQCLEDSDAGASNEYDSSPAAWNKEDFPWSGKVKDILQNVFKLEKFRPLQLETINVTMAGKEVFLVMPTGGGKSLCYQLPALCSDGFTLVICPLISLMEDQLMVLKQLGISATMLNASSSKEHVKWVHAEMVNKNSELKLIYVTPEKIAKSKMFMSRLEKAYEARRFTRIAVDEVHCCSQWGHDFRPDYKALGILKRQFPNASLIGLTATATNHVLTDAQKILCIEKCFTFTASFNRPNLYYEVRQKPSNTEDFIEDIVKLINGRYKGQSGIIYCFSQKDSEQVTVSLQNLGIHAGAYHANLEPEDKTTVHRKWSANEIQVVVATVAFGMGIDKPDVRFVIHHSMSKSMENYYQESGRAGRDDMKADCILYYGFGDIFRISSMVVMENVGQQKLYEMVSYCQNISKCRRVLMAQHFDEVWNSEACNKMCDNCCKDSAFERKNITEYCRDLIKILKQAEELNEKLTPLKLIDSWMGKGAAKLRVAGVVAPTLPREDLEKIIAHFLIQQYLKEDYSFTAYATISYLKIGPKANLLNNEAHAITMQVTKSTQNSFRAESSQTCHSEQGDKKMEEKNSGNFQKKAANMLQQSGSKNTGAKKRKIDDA
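50 nM RECQ1T1 preincubated 15 min with compound in Tris pH 8.0 buffer with MgCl2, DTT, Tween-20 and 2.5 ug/ml poly(dI-dC); started with 200 nM TAMRA/BHQ-2 forked duplex and 2 mM ATP. Unwinding read as fluorescence (525/598 nm), two reads 2 h apart.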
JMJD2E inh = blocks human JMJD2E demethylase activity. B2RXH2. AID 2147. JMJD2E catalytic domain, FDH-coupled NADH fluorescence (FDH is formaldehyde dehydrogenase). 230,000 tested, 1.6% active. Potency, µM (top dose mostly 57.1 µM), for the others: at the highest dose activity change, negative = inhibition, actives largely listed as inhibitors; active = well fitted inhibition curve with a large enough effect, not every such curve was filed as active; inconclusive = small, poorly fitted or top-dose-only effect, or another doubt; inactive = no such curve, though single readings can be large or run the other way;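 note: 0% = wells with enzyme and -100% = buffer wells without enzyme; nearly all actives have a fitted effect of over 50% in size; many of its hits are not listed in these tables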
KinaseGlo FLuc = Kinase-Glo luciferase inhibition (counter-screen). 200,000 tested, 0.28% active. Potency, µM (series often up to 38.3 µM), for inactives: at the highest dose activity change, negative = inhibition, usual class: inhibitors. Kinase-Glo luciferase, ATP luminescence, 8 min. Q27757; note: % is set by controls: 0 for no effect and ±100 for the full control effect; nearly all actives have a fitted effect of over 60% in size
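Substrate mix (final 50 mM imidazole pH 7.2, 50 mM KCl, 7 mM MgCl2, 10 uM ATP, 0.01% Tween 20, 0.05% BSA) plus pin-tool compound, then Kinase-Glo detection mix; 8 min ambient, luminescence read.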
IMPase Li cell = IMPase inhibition in cells with lithium potentiation; AID 1457; Potency, µM (highest dose often 59.4 µM), without a hit: top-dose activity, negative = IMPase inhibition, most hits filed as inhibitors; CHO-M1 cells, IP1 TR-FRET (IP-One), carbachol + lithium; 210,000 tested, 0.35% active;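 note: IP1 builds up when IMPase is blocked and the TR-FRET signal falls; plate controls were basal vehicle for no effect and high inhibitor control for full effect; nearly all actives have a fitted effect of over 50% in size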
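Steps: plate 2000 CHO-M1 cells per well and culture 16–30 h; add compound and lithium; incubate 30 min, 37C; add d2-IP1 tracer and Eu cryptate anti-IP1 antibody in lysis buffer; read after 10 min at room temperature.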
NPSR antagonist = antagonists of human neuropeptide S receptor cAMP signaling; Q6W5P4; Potency, µM (series often up to 38.3 µM), for inactives: top-dose activity change, negative = inhibition, hits mostly inhibitors; CHO-NPSR cells, cAMP TR-FRET, antagonist mode; 220,000 tested, 1% active; note: % is set by controls: 0 for no effect and ±100 for the full control effect; nearly all actives have a fitted effect of over 50% in size; many of its hits are not listed in these tables
SMN2 splice up = enhancers of SMN2 splice variant expression | Potency, µM (doses to about 46.1 µM), for inactives: top-dose activity change, positive = activation, most hits filed as activators | 210,000 tested, 2.8% active | HEK293 SMN2-luciferase splicing reporter, luminescence, 30-36 h; note: % of control where 0% means no effect; nearly all actives have a fitted effect of over 55% in size
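qHTS luciferase splicing reporter: luminescence rises when SMN2 exon 7 is included in transfected HEK293 cells. Compound exposure lasted 30-36 h at 37C, with 4.5 mM final sodium butyrate as control, followed by a ONE-Glo read.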
RGS12 GoLoco inh = blocks human Gai1 binding to RGS12 GoLoco peptide, red readout; P63096; Gai1:RGS12 GoLoco peptide FP, rhodamine, 10 min; Potency, µM (series often up to 61.6 µM), for inactives: at the top dose activity, negative = inhibition, most hits filed as inhibitors; 230,000 tested, 0.44% active; active = well fitted inhibition curve with a large enough effect, not every such curve was filed as active; inactive = no such curve, though single readings can be large or run the other way; note: % is set by controls: 0 for no effect and ±100 for the full control effect; nearly all actives have a fitted effect of over 30% in size; many of its hits are not listed in these tables
Target sequence (P63096 whole entry, looked up): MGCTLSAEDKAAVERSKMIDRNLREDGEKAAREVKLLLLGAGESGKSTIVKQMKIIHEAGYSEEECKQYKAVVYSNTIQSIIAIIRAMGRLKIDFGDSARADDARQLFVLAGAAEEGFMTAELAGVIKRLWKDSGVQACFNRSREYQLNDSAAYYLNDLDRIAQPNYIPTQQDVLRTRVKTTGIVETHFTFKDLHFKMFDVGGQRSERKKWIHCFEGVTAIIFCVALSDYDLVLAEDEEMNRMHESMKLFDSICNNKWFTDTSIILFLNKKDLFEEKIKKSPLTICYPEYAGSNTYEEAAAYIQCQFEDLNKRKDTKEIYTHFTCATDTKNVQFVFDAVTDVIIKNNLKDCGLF
Starred values were filed as active, the others as inactive; [ ] = another dose, or the depositor's remark. Unless noted, calls come from the whole dose curve; as a rule, active = well fitted curve in the direction sought with a large enough effect; inconclusive = small, poorly fitted or top-dose-only effect, or another doubt; inactive = no such curve, though single readings can be large; an effect the other way counts as inactive or inconclusive. Potency is the fitted concentration of half-maximal effect. Only part of the results is shown; rates above refer to the full screens.

How did O=S(=O)(c1ccc2nc(-c3ccco3)c(-c3ccco3)nc2c1)N1CCOCC1 do in these assays?
Epigenetic reg: 13%; RECQ1 inh: 32µM*; JMJD2E inh: inconclusive; KinaseGlo FLuc: -6%; IMPase Li cell: -1%[38.3 µM]; NPSR antagonist: inconclusive; SMN2 splice up: -17%; RGS12 GoLoco inh: 0%

What do the screens show for `O=C(CNC(=O)C(c1ccccc1)c1ccccc1)N/N=C/c1ccc(O)cc1O`?
Epigenetic reg: -1.0%; RECQ1 inh: -10%; JMJD2E inh: 20µM*; NPSR antagonist: -3%; RGS12 GoLoco inh: 4%

How did O=c1[nH]c2cc3c(cc2cc1CN(Cc1nnnn1CC1CCCO1)C1CCCC1)OCO3 (stereo unspecified) do in these assays?
Epigenetic reg: 0.0%; RECQ1 inh: 4%; JMJD2E inh: inconclusive; KinaseGlo FLuc: -4%; IMPase Li cell: -14%[38.3 µM]; NPSR antagonist: 12%[46.1 µM]; SMN2 splice up: -41%; RGS12 GoLoco inh: -18%

What do the screens show for `Cc1cc(N/C=C\c2nnnn2-c2ccccc2)no1`?
Epigenetic reg: 1.1%; RECQ1 inh: -2%; JMJD2E inh: 1%; KinaseGlo FLuc: -2%; IMPase Li cell: -2%; NPSR antagonist: 3%; SMN2 splice up: 30%; RGS12 GoLoco inh: -3%

What do the screens show for `CCCC(=O)C1=C(O)C(C(=O)OC)C(C)(C)CC1=N` (stereo unspecified)?
Epigenetic reg: -0.2%; RECQ1 inh: -4%; JMJD2E inh: 4%; KinaseGlo FLuc: 2%; IMPase Li cell: -2%[38.3 µM]; NPSR antagonist: 0%[46.1 µM]; SMN2 splice up: inconclusive; RGS12 GoLoco inh: 2%

Results for COc1ccc(C(=O)NC(=S)NCCO)cc1Br ?
Epigenetic reg: -3.6%; RECQ1 inh: -13%; JMJD2E inh: 9%; KinaseGlo FLuc: 0%; IMPase Li cell: -4%[38.3 µM]; NPSR antagonist: 10%[46.1 µM]; SMN2 splice up: 3%; RGS12 GoLoco inh: 3%

How did C=CCOC(=O)CCC(=O)Nc1cc(OC)nc(OC)n1 do in these assays?
Epigenetic reg: 0.0%; RECQ1 inh: -4%; JMJD2E inh: 2%; KinaseGlo FLuc: 0%; IMPase Li cell: 3%[38.3 µM]; NPSR antagonist: -9%[46.1 µM]; SMN2 splice up: 23%; RGS12 GoLoco inh: -8%

Results for CC(C)=CCC/C(C)=C/CC/C(C)=C/CSc1ccccc1C(=O)O ?
Epigenetic reg: 1.1%; RECQ1 inh: inconclusive; JMJD2E inh: 0%; KinaseGlo FLuc: -3%; IMPase Li cell: 16%; NPSR antagonist: -18%[46.1 µM]; SMN2 splice up: -14%; RGS12 GoLoco inh: 8%

How did COC(=O)c1ccc(CSc2ccc3nnc(-c4ccc(F)cc4)n3n2)o1 do in these assays?
Epigenetic reg: -1.4%; RECQ1 inh: -3%; JMJD2E inh: inconclusive; KinaseGlo FLuc: 2%; IMPase Li cell: 7%; NPSR antagonist: -34%; SMN2 splice up: -19%; RGS12 GoLoco inh: 2%

What do the screens show for `Cc1cccc(N(CC(=O)NC2CCCCC2)C(=O)Cn2nnc(-c3ccc(C)o3)n2)c1`?
Epigenetic reg: -3.8%; RECQ1 inh: -3%; JMJD2E inh: 4%; KinaseGlo FLuc: -1%; IMPase Li cell: 3%; NPSR antagonist: -11%; SMN2 splice up: 20%; RGS12 GoLoco inh: -1%

What do the screens show for `C/C(=N\NC(=O)c1ccccc1O)c1ccc(Br)s1`?
Epigenetic reg: 1.0%; RECQ1 inh: 2%; JMJD2E inh: -6%; KinaseGlo FLuc: -28%; IMPase Li cell: -6%; NPSR antagonist: -7%[46.1 µM]; SMN2 splice up: 1.6µM*; RGS12 GoLoco inh: 7%

What do the screens show for `CCc1cccc(CC)c1NC(=O)COC(=O)c1ccc(F)c(S(=O)(=O)N(CC)CC)c1`?
Epigenetic reg: -1.0%; RECQ1 inh: inactive; JMJD2E inh: 3%; KinaseGlo FLuc: 3%; IMPase Li cell: 16%; NPSR antagonist: -2%; SMN2 splice up: 10%; RGS12 GoLoco inh: -13%

How did O=C1c2c(O)ccc([N+](=O)[O-])c2C(=O)c2c([N+](=O)[O-])ccc(O)c21 do in these assays?
RECQ1 inh: -29%; IMPase Li cell: 41%[activator]; SMN2 splice up: -32%[inhibitor]; RGS12 GoLoco inh: -2%

How did CC1(C)CC(=O)C(=CN2CCOCC2)C(=O)C1 do in these assays?
Epigenetic reg: 0.6%; RECQ1 inh: -4%; JMJD2E inh: -3%; KinaseGlo FLuc: 2%; IMPase Li cell: 3%; NPSR antagonist: 44%; SMN2 splice up: -4%; RGS12 GoLoco inh: -24%

What do the screens show for `O=C(O)CSc1nnc(-c2ccncc2)n1Cc1ccccc1`?
Epigenetic reg: 2.3%; RECQ1 inh: -10%; JMJD2E inh: 6%; KinaseGlo FLuc: 1%; IMPase Li cell: 31%[38.3 µM]; NPSR antagonist: 14%[46.1 µM]; SMN2 splice up: 16%; RGS12 GoLoco inh: 0%

What do the screens show for `COc1ccccc1-c1cc2nc(C)c(CCC(=O)NCc3ccc(F)cc3)c(C)n2n1`?
Epigenetic reg: 1.1%; RECQ1 inh: inactive; JMJD2E inh: inconclusive; NPSR antagonist: -59%; RGS12 GoLoco inh: -6%

Results for CCCOc1ccc(N2C(=O)CC(NNC(=O)c3ccc(COc4ccccc4)o3)C2=O)cc1 (stereo unspecified) ?
Epigenetic reg: -1.1%; RECQ1 inh: -2%; JMJD2E inh: 2%; KinaseGlo FLuc: 2%; IMPase Li cell: -4%; NPSR antagonist: -7%; SMN2 splice up: -7%; RGS12 GoLoco inh: 9%

Results for CCC(C)NC(=O)CSC1=Nc2ccccc2C2=NC(CC(=O)NCc3ccccc3)C(=O)N12 (stereo unspecified) ?
Epigenetic reg: -0.8%; RECQ1 inh: -3%; JMJD2E inh: inconclusive; KinaseGlo FLuc: 3%; IMPase Li cell: -6%; NPSR antagonist: 6%[46.1 µM]; SMN2 splice up: -4%; RGS12 GoLoco inh: -9%

Results for COc1ccc(-c2[nH]nc3c2C(c2ccc(OC(=O)N4CCOCC4)cc2)C(C#N)=C(N)O3)cc1 (stereo unspecified) ?
Epigenetic reg: -1.2%; RECQ1 inh: 5%; JMJD2E inh: -5%; KinaseGlo FLuc: -4%; IMPase Li cell: 7%[38.3 µM]; NPSR antagonist: 13µM*; SMN2 splice up: -8%; RGS12 GoLoco inh: 5%

How did CCn1c(Cc2ccccc2)nnc1SCC(=O)Nc1nnc(-c2ccccc2)s1 do in these assays?
Epigenetic reg: -1.0%; RECQ1 inh: inactive; JMJD2E inh: -6%; KinaseGlo FLuc: 5%; IMPase Li cell: -5%[38.3 µM]; NPSR antagonist: 10%[46.1 µM]; SMN2 splice up: 0.11µM*; RGS12 GoLoco inh: -3%

What do the screens show for `COc1ccccc1N1CC(O)=C(c2nc3ccccc3s2)C1=N`?
Epigenetic reg: -1.1%; RECQ1 inh: -4%; JMJD2E inh: 0%; KinaseGlo FLuc: 4%; IMPase Li cell: 34%[activator][38.3 µM]; NPSR antagonist: -29%[46.1 µM]; SMN2 splice up: inconclusive; RGS12 GoLoco inh: 2%

How did COc1ccc(C(=O)N[C@H](C(=O)NCc2ccco2)C(C)C)cc1 do in these assays?
Epigenetic reg: 2.4%; RECQ1 inh: inactive; JMJD2E inh: 2%; KinaseGlo FLuc: -4%; IMPase Li cell: 3%; NPSR antagonist: 8%; SMN2 splice up: -6%; RGS12 GoLoco inh: 12%

What do the screens show for `CC(C)C(NS(=O)(=O)c1cccs1)C(=O)NCc1ccccc1Cl` (stereo unspecified)?
Epigenetic reg: -1.3%; RECQ1 inh: -3%; JMJD2E inh: -2%; IMPase Li cell: 14%; NPSR antagonist: -22%; RGS12 GoLoco inh: 4%

How did COc1nc(OC)nc(N2CCCCCC2)n1 do in these assays?
Epigenetic reg: 0.0%; RECQ1 inh: 0%; JMJD2E inh: 0%; KinaseGlo FLuc: 2%; IMPase Li cell: -4%; NPSR antagonist: -8%[46.1 µM]; SMN2 splice up: 2%; RGS12 GoLoco inh: -3%

How did O=C(NC1CCCCC1)NC1(C(=O)NCCCN2CCOCC2)CCCCC1 do in these assays?
Epigenetic reg: -1.9%; RECQ1 inh: -6%; JMJD2E inh: 4%; KinaseGlo FLuc: -4%; IMPase Li cell: 32%[38.3 µM]; NPSR antagonist: -10%[46.1 µM]; SMN2 splice up: 13%; RGS12 GoLoco inh: -16%

What do the screens show for `CN1C(=O)C(CC(=O)Nc2ccc(F)cc2)N(CCCc2ccccc2)C1=S` (stereo unspecified)?
Epigenetic reg: 2.8%; RECQ1 inh: -11%; JMJD2E inh: -7%; KinaseGlo FLuc: -4%; IMPase Li cell: -8%[38.3 µM]; NPSR antagonist: -28%[46.1 µM]; SMN2 splice up: -19%; RGS12 GoLoco inh: 9%

How did COc1cc2oc(=O)c(Br)c(C)c2c(OC)c1OC do in these assays?
Epigenetic reg: -0.7%; RECQ1 inh: -5%; JMJD2E inh: -4%; KinaseGlo FLuc: -4%; IMPase Li cell: 13µM*; NPSR antagonist: 22%[46.1 µM]; SMN2 splice up: inconclusive; RGS12 GoLoco inh: 7%

Results for Cc1ccc(C)c(N2CCN(C(=O)c3ccc4nc(-c5ccco5)c(-c5ccco5)nc4c3)CC2)c1 ?
Epigenetic reg: -0.9%; RECQ1 inh: inactive; JMJD2E inh: inconclusive; KinaseGlo FLuc: -2%; IMPase Li cell: 17%[38.3 µM]; NPSR antagonist: -24%[46.1 µM]; SMN2 splice up: -18%; RGS12 GoLoco inh: 17%

Results for O=[N+]([O-])c1cccc(/C=C/C=N/Nc2nc(N3CCCCC3)nc(N3CCCCC3)n2)c1 ?
Epigenetic reg: 7.0%; RECQ1 inh: inactive; JMJD2E inh: -3%; KinaseGlo FLuc: -1%; IMPase Li cell: 14%; NPSR antagonist: -52%; SMN2 splice up: 9%; RGS12 GoLoco inh: -1%

Results for Cc1cc(C)nc(SCc2ccc3nonc3c2)n1 ?
Epigenetic reg: 1.0%; RECQ1 inh: inactive; JMJD2E inh: 3%; KinaseGlo FLuc: -1%; IMPase Li cell: 3%[38.3 µM]; NPSR antagonist: -21%[46.1 µM]; SMN2 splice up: -11%; RGS12 GoLoco inh: -3%
